High-throughput results: PubChem BioAssay, several laboratories
NR2E3 ag-1 – agonists of human nuclear receptor NR2E3; AID 2300; GST-NR2E3/biotin-RetCOR TR-FRET, 1536-well; 0.12% of 320,000 active; inhibition of corepressor binding, % at 4.78 µM; Q9Y5X4;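 active = percent inhibition above the cutoff of mean plus 3 SD of all tested compounds, set per screening campaign, cut at about 20% in these data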;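 note: 0% = DMSO wells and 100% = biotin wells as full block of FRET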
Target sequence (Q9Y5X4 whole entry, looked up): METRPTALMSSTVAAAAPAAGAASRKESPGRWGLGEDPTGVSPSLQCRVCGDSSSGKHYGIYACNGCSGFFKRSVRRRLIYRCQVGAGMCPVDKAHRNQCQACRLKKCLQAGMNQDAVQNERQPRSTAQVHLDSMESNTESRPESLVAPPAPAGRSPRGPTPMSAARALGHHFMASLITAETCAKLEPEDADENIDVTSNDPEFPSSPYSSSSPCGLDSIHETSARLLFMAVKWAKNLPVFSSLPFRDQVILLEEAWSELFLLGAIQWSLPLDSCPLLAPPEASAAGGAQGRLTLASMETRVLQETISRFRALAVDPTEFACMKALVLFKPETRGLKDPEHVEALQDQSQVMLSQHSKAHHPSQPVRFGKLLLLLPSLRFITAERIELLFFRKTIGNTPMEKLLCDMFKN
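Material: NR2E3–RetCOR corepressor complex | Quantity: 1.35 nM GST-tagged NR2E3 final | Schedule: 5 h at 4 °C | Replication: Singlicate compound wells | Reagent: RetCOR corepressor, biotinylated, 7 nM | Controls: Biotin wells as high control, 0.6% DMSO wells as low control | Signal: TR-FRET, Eu(K)-anti-GST donor, streptavidin-D2 acceptor, ex 340, em 617/671 nm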
MITF TRPM1 inh – reduces MITF-dependent TRPM1 promoter luciferase signal. SK-MEL-5 TRPM1 promoter luciferase, 24 h. inhibition, % at 12.5 µM. 0.83% of 330,000 active. AID 488899;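 active = mean inhibition across replicates of 60% or more, whatever share of single replicates reaches that level; inconclusive = some that reach 60%, reason not given; inactive = mean inhibition across replicates below 60%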; note: values of inactives mirror those of a sister screen read the other way
CaV13 FRET inh – Primary screen for inhibitors of IQ motif and Ca2+-dependent inactivation inhibitor domain binding in CACNA1D, Förster resonance energy transfer in living cells, …; HEK cells, CFP/YFP FRET ICDI-IQ, plate reader, 10 min; percent FRET-ratio fall versus neutral wells; inhibition, % at 12.3 µM; 0.098% of 340,000 active; AID 743397;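 active = mean replicate inhibition of at least 30% and at least 1% of replicates passing that level; inconclusive = only one of the two criteria is met; inactive = neither criterion is met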;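 note: 0% = median of the neutral control wells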
PDI turbidity – inhibitors of human protein disulfide isomerase; PDI insulin aggregation turbidity, A650, 90 min; inhibition, % at 10 µM; 0.052% of 350,000 active;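 active = mean inhibition across replicates of 30% or more, whatever share of single replicates reach that level; inconclusive = mean inhibition below 30% while every single replicate reaches 30%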;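 note: absorbance from insulin aggregation driven by PDI reduction with DTT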
NR2E3 ag-2 – agonists of human NR2E3 nuclear receptor. Q9Y5X4. CHO-S Gal4-NCOR/VP16-NR2E3 two-hybrid, luciferase. inhibition of corepressor binding, % at 3.98 µM. 0.35% of 360,000 active. AID 602229;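 active = inhibition above the mean of all tested compounds plus 3 SD, cut at about 70% in these data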;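 note: 0% = DMSO with NR2E3 transfected cells and 100% = cells lacking NR2E3 construct; higher means lower luciferase signal from less NR2E3 corepressor binding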
hiPSC survival – enhancers of human iPSC single-cell survival | hiPSC single-cell survival, ATPlite luminescence; 100% = ROCK inhibitor wells, 0% = DMSO | survival enhancement, % at 20 µM | 0.044% of 360,000 active; in the data active = survival enhancement above about 18%;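 note: cells exposed to compounds for 16 hours before the ATP read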
Peg3 prom inh – Peg3 promoter activity inhibition | HeLa PEG-Prom luciferase reporter, luminescence, overnight | inhibition, % at 20 µM | 1.7% of 360,000 active | AID 588405;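 active = inhibition of at least 50% at 20 µM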
Cardio protect – modulators protecting cardiomyocytes from myocardial damage; 0.63% of 360,000 active; protection from H2O2 cell death, % at 20 µM; H9c2 cardiomyocytes, H2O2 injury protection, ATPLite, 2 h;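 active = compounds giving at least 50% protection of heart cells from peroxide-induced death in the single-dose screen, raw or plate-pattern-corrected value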;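 note: 0% = DMSO wells with peroxide and 100% = DMSO wells without peroxide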
HTR2A ag – activates the mouse 5-HT2A serotonin receptor | P35363 | CHO-K1 mHTR2A beta-arrestin complementation, luminescence; percent of 30 µM serotonin response | activation, % at 7.6 µM | 0.66% of 360,000 active;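 active = activation above a run cutoff, the mean activation of all tested compounds plus 3 SD, cut at about 14% in these data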;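 note: 0% = plate median of compound wells and 100% = 30 µM serotonin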
Target sequence (P35363 whole entry, looked up): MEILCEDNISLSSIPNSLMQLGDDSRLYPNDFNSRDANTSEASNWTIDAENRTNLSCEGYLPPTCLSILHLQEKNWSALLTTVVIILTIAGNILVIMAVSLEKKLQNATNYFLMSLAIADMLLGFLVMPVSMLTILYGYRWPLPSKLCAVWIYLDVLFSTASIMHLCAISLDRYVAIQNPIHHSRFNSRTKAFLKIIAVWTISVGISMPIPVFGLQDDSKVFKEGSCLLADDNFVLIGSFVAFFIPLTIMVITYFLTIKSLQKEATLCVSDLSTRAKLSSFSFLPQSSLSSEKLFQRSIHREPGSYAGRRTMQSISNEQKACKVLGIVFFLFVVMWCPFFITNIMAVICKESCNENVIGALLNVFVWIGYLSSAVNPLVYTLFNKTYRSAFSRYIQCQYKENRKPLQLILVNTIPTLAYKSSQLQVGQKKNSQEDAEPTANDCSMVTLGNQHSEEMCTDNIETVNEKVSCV
Shn3 inh set2 – inhibitors of Schnurri-3 3'UTR reporter in osteoblasts. Clone20 osteoblast Shn3 3'UTR firefly luciferase, 24 h. inhibition, % at 12.5 µM. 0.52% of 360,000 active;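 active = mean inhibition of at least 75% with every replicate also reaching 75%; inconclusive = mean inhibition at least 75% but some replicate below; inactive = mean inhibition below 75%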;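 note: 0% = median of neutral control wells and 100% = pilot-screen positive control compound; some compounds past the cut are filed as inactive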
HIF-2a inh – HIF-2a inhibition; 0.72% of 360,000 active; inhibition, % at 18.8 µM; 786-0 RCC cells HIF-2a reporter, luciferase luminescence, overnight;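 active = inhibition of the luminescence signal of 40% or more relative to plate controls, in a single-dose primary screen at 18.75 µM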
* hit, by the source's call; ? = inconclusive; . = no result given.

Every second line gives: NR2E3 ag-1 | MITF TRPM1 inh | CaV13 FRET inh | PDI turbidity | NR2E3 ag-2 | hiPSC survival | Peg3 prom inh | Cardio protect | HTR2A ag | Shn3 inh set2 | HIF-2a inh
> COc1ccc(-c2nc3ccccc3c(=O)n2CCN2CCOCC2)cc1
→ -1 | -7 | . | 2 | -4 | -0.5 | -22 | 13 | 2 | -14 | -57
> Cc1cc(C(F)(F)F)nn1CC(=O)NCC1CCCO1 (stereo not given)
→ 1 | -1 | -8 | -6 | 6 | -0.7 | 1 | 11 | 0 | -6 | 6
> COCCn1c(C)cc(O)c(C(=O)Nc2cccc(Cl)c2)c1=O
→ -1 | -1 | -3 | 0 | 0 | 0.4 | -4 | -4 | 13 | 9 | -52
> CCOC(=O)C1=NOC(Cn2cc(C(C)=O)c(=O)[nH]c2=O)C1 (stereo not given)
→ 2 | -6 | -4 | 3 | 9 | -2.6 | 3 | 3 | -4 | -2 | 3
> CCOc1ccc(-c2cnc3n2CCC3)cc1
→ 0 | 1 | -2 | -3 | 5 | 0.4 | -22 | 16 | -4 | 2 | -9
> O=C(O)c1cc(S(=O)(=O)Nc2ccccc2C(=O)O)ccc1O
→ 0 | -5 | . | -2 | -3 | 3.8 | 5 | 14 | 0 | 2 | 11
> O=C(Nc1ccn(Cc2ccccc2F)n1)c1ccc(COc2cccc(Br)c2)cc1
→ 1 | -5 | . | 2 | -140 | -2.7 | -120 | -9 | -7 | -36 | -59
> Cc1ccc(Nc2nnns2)cc1C
→ -1 | -1 | -4 | -1 | -4 | -1.9 | 6 | 0 | 3 | -11 | 11
> O=C1NC[C@H](c2ccccc2)N(CCC23CC4CC(CC(C4)C2)C3)C1=O
→ 0 | -12 | -9 | 13 | -5 | -0.8 | 8 | -4 | 3 | 3 | 25
> S=C(NCc1cccnc1)Nc1ccc(Oc2ccccc2)cc1
→ 2 | 38 | 2 | 6 | -9 | 2.3 | -4 | -22 | 2 | 5 | -19
> COc1cc(NS(=O)(=O)c2ccc(NC(=O)NC3CCCCC3)cc2)nc(OC)n1
→ 2 | -4 | -7 | 8 | -1 | -0.3 | 17 | -1 | 6 | 9 | 1
> COc1ccc(CNS(=O)(=O)NCc2ccccc2)cc1OC
→ 3 | 8 | -5 | -18 | -10 | -1.5 | 3 | -4 | 2 | -7 | 9
> O=C(O)C1CCCN1C1=NS(=O)(=O)c2ccccc21 (stereo not given)
→ 0 | 8 | -4 | 7 | -15 | -0.6 | 0 | 6 | 3 | 9 | 7
> Cc1onc(-c2c(Cl)cccc2Cl)c1C(=O)NC1CCCCC1
→ 2 | 9 | -3 | 0 | -48 | 0.8 | 6 | 0 | -4 | 11 | 13
> CCOc1ccc(/C(O)=C2/C(=O)C(=O)N(CCCN3CCOCC3)C2c2ccc(C)cc2)cc1C (stereo not given)
→ . | -7 | -16 | 6 | -24 | -0.4 | 7 | 4 | -1 | 13 | 12
> CCOC(=O)CNNC(=O)Nc1ccc(Cl)c(Cl)c1
→ 1 | -11 | -2 | 1 | -9 | 1.2 | -11 | 4 | 0 | 6 | -17
> Cc1ccccc1-c1nc(CN2CCC(C(=O)NCc3cccnc3)CC2)c(C)o1
→ 2 | 7 | -3 | 0 | -9 | 1.1 | 1 | 1 | -2 | 6 | 15
> CC1(C(=O)NCc2cccs2)Cc2c(-c3ccc4c(c3)OCO4)ccnc2O1 (stereo not given)
→ . | . | -3 | -3 | -23 | -2.6 | -8 | -4 | 0 | -19 | 32
> CN(C)CC(C)(C)CNC(=S)NCc1ccc2c(c1)OCO2
→ 5 | 8 | -5 | 9 | 1 | 1.2 | -14 | 9 | -2 | 7 | 19
> O=C(NCc1cccs1)Nc1cccc(Cl)c1
→ 1 | -43 | . | -2 | -53 | -1.6 | -132 | -6 | -1 | -34 | -174
> CC1(C)OC(=O)C(=CNC(Cc2c[nH]c3ccccc23)C(=O)O)C(=O)O1 (stereo not given)
→ 3 | 3 | -5 | -12 | -24 | 1.9 | 11 | 3 | 1 | -2 | 0
> O=C(Nc1cc(S(=O)(=O)N2CCOCC2)ccc1N1CCCCC1)c1ccc(Cl)cc1
→ 4 | 1 | -17 | 2 | 3 | 0.3 | 19 | 0 | -1 | 0 | 6
> C#CCOCCOCCOCCNc1nc(N2CCN(C(=O)[C@H](CCCN=C(N)N)n3cc(C(N)[C@@H](C)CC)nn3)CC2)nc(N2CCN(C(=O)[C@H](CC(N)=O)n3cc([C@@H](N)CC(N)=O)nn3)CC2)n1 (stereo not given in full)
→ . | -8 | -5 | 18 | -4 | -1.5 | 3 | -1 | 2 | -6 | 4
> CCn1c(COc2ccc3c(c2)OCO3)nnc1SCC(=O)c1ccc(Cl)cc1
→ 0 | 9 | -5 | 13 | -17 | -2.1 | 22 | -12 | 3 | 8 | 19
> COc1cc(C2C3=C(CC(C)(C)CC3=O)Nc3ccccc3N2C(C)=O)cc(OC)c1OC (stereo not given)
→ 7 | 3 | -4 | 11 | -10 | -0.3 | 2 | 2 | 3 | 4 | 8
> O=C(c1cccc(S(=O)(=O)N2CCOCC2)c1)N1CCN(S(=O)(=O)c2cccs2)CC1
→ 0 | 6 | -1 | 2 | 0 | -0.6 | 18 | 17 | 1 | 6 | 15
> COc1ccc(C(=O)Nn2c(SCc3cccc([N+](=O)[O-])c3)nc3ccccc3c2=O)cc1
→ -3 | 4 | -8 | -8 | -21 | -1.0 | -40 | 0 | 5 | 5 | -20
> COCCN=C1Sc2nc3cc(C)c(C)cc3cc2CN1Cc1cccs1
→ -1 | -28 | -8 | -2 | -4 | 0.0 | -85 | -1 | 7 | -7 | -140
> Cc1ccc(S(=O)(=O)NC(=O)Nc2ccc(N(C)C)cc2)cc1
→ -52 | 3 | -4 | -8 | -28 | -0.3 | -104 | -17 | -8 | 6 | -97
> CCOC(=O)CN(c1ccccc1)S(=O)(=O)c1ccc(F)cc1
→ 0 | -5 | -3 | ? | -8 | 2.1 | 1 | 4 | -2 | 3 | 14
> COc1ccc(Cl)cc1N(CC(=O)N1CCC(C)CC1)S(C)(=O)=O
→ 1 | 6 | -4 | -8 | 10 | 0.9 | 5 | -1 | 5 | -6 | 7
> CCN(CC)CCn1c(NCc2ccco2)nc2ccccc21
→ -1 | 0 | -6 | 1 | -6 | -2.7 | -1 | -1 | 1 | 16 | 12
> CCN(CC)C(=O)CSc1nnc(-c2cccnc2)n1Cc1ccccc1
→ 3 | 16 | . | -7 | -21 | 0.2 | 1 | 8 | -2 | 11 | 7
> Clc1ccc(CSc2ccc(-c3ccco3)nn2)cc1
→ 3 | -66 | -21 | 1 | -48 | -0.5 | -147 | -5 | -2 | -35 | -201
> O=C1CCC(CCC(=O)N2CCCC(C(=O)c3ccc4c5c(cccc35)CC4)C2)=NN1 (stereo not given)
→ 2 | 4 | 1 | -4 | 22 | 0.9 | -9 | 4 | 7 | 7 | 20
> O=C(COC(=O)c1ccccc1F)NC1CCCC1
→ -2 | 3 | -15 | -7 | -9 | -0.2 | -80 | -2 | 10 | -7 | -3
> Cc1c(C(=O)NCc2ccccc2)oc2c1C(=O)CCC2
→ -1 | -5 | . | -12 | -5 | -0.1 | -26 | 9 | -7 | -8 | -15
> CCN1C(=O)N[C@@H](c2ccco2)C(C(C)=O)=C1C
→ 4 | -10 | -10 | -5 | -5 | 5.5 | 2 | -2 | -3 | -10 | 10
> CCn1c(=O)cc(SCC(=O)Nc2ccc(Cl)cc2)c2ccccc21
→ -1 | -2 | -4 | 0 | -3 | 7.9 | -4 | -3 | -3 | 7 | -1
> COc1ccc([C@@H]2OC2(C(N)=O)C(N)=O)cc1
→ 4 | 8 | -2 | 4 | -5 | 0.6 | -15 | 5 | 1 | -13 | 13
> Nc1cc(=O)[nH]c(SCC(=O)Nc2cccc([N+](=O)[O-])c2)n1
→ -1 | -16 | 3 | -3 | -14 | 0.7 | -34 | 8 | -3 | 84 | 16
> C[C@H]1CN([C@@H](C)CO)C(=O)CCCn2nncc2CO[C@H]1CN(C)C(=O)CCC(F)(F)F
→ . | . | -9 | 3 | 24 | -2.6 | -12 | -6 | -8 | -11 | 6
> FC(F)Oc1ccc(NC(=S)NNc2ccnc3cc(Cl)ccc23)cc1
→ 1 | 69* | -11 | -4 | -25 | -2.6 | 29 | -25 | -8 | 6 | 10
> CCOc1cc2[nH]c(=S)n(CCCOC)c(=O)c2cc1OCC
→ -1 | 7 | -9 | 0 | -28 | 1.7 | 17 | 3 | 4 | 9 | 12
> COc1ccccc1NC(=O)c1ccccc1NC(=O)c1ccccn1
→ . | 0 | . | 0 | -27 | -0.6 | -8 | -5 | -3 | -11 | -27
> c1ccc2c(CCN3CCNC[C@H]3Cc3cccc4ccccc34)cccc2c1
→ . | . | -11 | 0 | -18 | 0.0 | -8 | 1 | 1 | -4 | 10
> CCOc1ccc(-c2cc(C(=O)N/N=C(\C)c3cccnc3)c3ccccc3n2)c(OCC)c1
→ . | 16 | . | 5 | -20 | -0.1 | 5 | 40 | 4 | 23 | 6
> O=C1CC(c2ccccc2)CN1C(=O)c1cccc([N+](=O)[O-])c1 (stereo not given)
→ -1 | 14 | -5 | -11 | -2 | -1.9 | 4 | 4 | 6 | -11 | 16
> Cc1sc2ncn(CC(=O)Nc3ccccc3F)c(=O)c2c1-c1ccccc1
→ -6 | -6 | -5 | 2 | -8 | 0.2 | 7 | -1 | 3 | -3 | 7
> CCCCC1CCC(C(=O)N(CCOC)c2c(N)n(CC(C)C)c(=O)[nH]c2=O)CC1 (stereo not given)
→ 1 | . | -11 | 4 | -33 | -0.5 | 0 | 2 | 10 | -12 | 7
> Cc1ccc(NC(=S)N(CCN(C)C)Cc2cc3cc(C)ccc3[nH]c2=O)cc1
→ 1 | 3 | -6 | 3 | -47 | -0.6 | -4 | 19 | -7 | 8 | 3
> Nc1ccc2nc(COc3ccccc3)[nH]c2c1
→ -4 | 5 | -21 | 5 | 9 | 1.0 | -15 | 4 | -3 | -14 | -27
> O=C(COC(=O)c1cc2ccccc2cc1O)NC(=O)NCc1ccco1
→ 4 | 7 | -6 | 1 | -3 | -1.3 | -6 | 5 | 4 | -15 | -14
> O=C(c1cc(=O)c2cc(Cl)ccc2o1)N1CCN(Cc2ccccc2)CC1
→ 2 | -6 | -14 | 3 | -15 | 0.0 | -6 | -2 | 9 | -36 | -5
